EBV gp42 block: blocks Epstein-Barr virus glycoprotein 42 binding; Q1HVG2; Fluorescence polarization binding assay, mP read-out; AID 1085; inhibition, % (tested at 21.74 µM); 220,000 tested, 0.42% active; in the data active means inhibition above about 50%
Target sequence (Q1HVG2 whole entry, looked up): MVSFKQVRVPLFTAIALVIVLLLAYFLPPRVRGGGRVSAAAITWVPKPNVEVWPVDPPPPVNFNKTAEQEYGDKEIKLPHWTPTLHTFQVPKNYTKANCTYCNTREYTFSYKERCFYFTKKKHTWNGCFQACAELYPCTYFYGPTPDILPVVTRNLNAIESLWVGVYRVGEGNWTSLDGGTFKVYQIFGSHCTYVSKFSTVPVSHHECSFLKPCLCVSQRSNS
KCC2 mod: KCC2 (human) Cl- transport modulation; AID 1456; 190,000 tested, 2.2% active; KCC2 cells, thallium flux FluoZin-2 fluorescence; B-score of Tl+ flux slope (higher = more flux/activation; lower = inhibition) at 10 µM; Q9H2X9;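 active means thallium flux slope and its plate-corrected score both differing from the plate sample mean at a set confidence after two filtering rounds, in either direction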;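 further: slope of fluorescence scaled to starting intensity during 10 to 20 s after thallium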
PPC-1+TRAIL kill: kills PPC-1 cancer cells in the presence of TRAIL; PPC-1 cells + TRAIL, ATPLite viability luminescence; cell killing (% activity), % at 4 µM; 220,000 tested, 0.41% active;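 active means cell killing above 50% in the first pass at 4 µM, then a duplicate retest at 5 µM averaging 50% or more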;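 further: plate controls were cells with TRAIL plus DMSO for no effect and medium-only wells lacking cells for full effect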
Tb hexokinase: blocks Trypanosoma brucei hexokinase 1 activity. recombinant TbHK1, G6PDH-coupled NADH A340. inhibition, % at 10 µM. 220,000 tested, 0.11% active;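 active means inhibition of 50% or more in the single-dose primary screen; inactive means inhibition below 50%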
m-calpain inh: blocks pig calpain II enzyme activity. purified calpain II, fluorogenic peptide substrate, 30 min. inhibition, % at 16 µM. AID 1236. 220,000 tested, 0.37% active;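 active means inhibition above about 50%, limit read from the data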
TRPML3 ag: agonists of human TRPML3 channel; Q8TDD5; HEK293 TRPML3-YFP, Fluo-8 calcium fluorescence; 100% = the carbachol control signal; activation, % at 3 µM; 220,000 tested, 0.29% active; AID 1448;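 active means activation above its plate's cutoff, the mean activation of the plate's test wells plus 3 SD, cut at about 12% in these data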;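 further: 0% = DMSO only wells and 100% = carbachol wells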
Target sequence (Q8TDD5 whole entry, looked up): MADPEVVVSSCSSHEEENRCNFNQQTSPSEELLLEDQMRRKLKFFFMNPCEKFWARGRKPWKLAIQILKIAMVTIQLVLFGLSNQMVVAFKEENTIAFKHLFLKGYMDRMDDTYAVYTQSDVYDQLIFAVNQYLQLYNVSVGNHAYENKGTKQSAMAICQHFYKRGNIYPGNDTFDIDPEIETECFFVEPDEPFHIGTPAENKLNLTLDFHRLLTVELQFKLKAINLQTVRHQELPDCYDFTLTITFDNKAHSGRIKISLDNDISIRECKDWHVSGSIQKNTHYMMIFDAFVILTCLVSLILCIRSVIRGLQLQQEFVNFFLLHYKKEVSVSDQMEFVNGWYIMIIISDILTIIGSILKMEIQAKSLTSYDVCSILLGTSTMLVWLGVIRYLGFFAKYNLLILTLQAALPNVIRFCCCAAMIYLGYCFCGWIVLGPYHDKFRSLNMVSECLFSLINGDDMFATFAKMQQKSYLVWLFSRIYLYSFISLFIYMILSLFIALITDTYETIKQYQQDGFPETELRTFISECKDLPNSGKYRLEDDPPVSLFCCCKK
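Test system: TRPML3-YFP stable HEK293 cells. Doses: single point at 3 µM. Incubation: dye loading 1 h 37 °C then 30 min ambient, 125 s read. Signal: Fluo-8 calcium dye fluorescence, ex 470-495, em 515-575 nm. Measure: percent activation from peak-to-basal fluorescence ratio, scaled between DMSO and carbachol.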
thrombin 1536: inhibitors of human thrombin; P00734; alpha-thrombin, Boc-VPR-AMC fluorogenic substrate cleavage; inhibition, % at 5 µM; 220,000 tested, 0.26% active;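 active means inhibition at or above 40%; inactive means inhibition below 40%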;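 further: 0% = enzyme with no compound and 100% = wells without enzyme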
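Assay system: human alpha-thrombin enzyme. Reagent: Boc-VPR-AMC substrate, 15 µM final. Compound dosing: one concentration per compound, 5 µM, with 0.2% DMSO. Incubation: room-temperature reaction. Technique: AMC fluorescence, 355/460 nm. Measure: % inhibition relative to enzyme controls and enzyme-free blanks.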
Furin inh: human furin inhibition | P09958 | purified furin, fluorogenic substrate cleavage | inhibition, % at 30 µM | 220,000 tested, 0.061% active | AID 463115; in the data active means inhibition above about 25%; further: inactives centre near -15
TRPN1 ag: zebrafish TRPN1 (NompC) channel agonism. 220,000 tested, 0.18% active. activation, % at 3 µM. HEK293 zebrafish TRPN1-YFP, Fluo-8 calcium fluorescence; 100% = response to 87 µM carbachol. AID 1424;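 active means activation above its plate's cutoff, the mean activation of test wells on that plate plus 3 SD, cut at about 19% in these data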;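 further: 0% = DMSO alone and 100% = 87 µM carbachol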
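System: zebrafish TRPN1-YFP in HEK293 cells / Dosing: 3 µM single point / Timing: dye loading 1 h at 37 °C, then 30 min room temperature / Signal: Fluo-8 calcium fluorescence, excitation 470-495 nm, emission 515-575 nm / Read-out basis: percent activation from peak over basal fluorescence ratio, control-normalized / Control set: high carbachol 87 µM, low DMSO alone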
Starred values were filed as active, the others as inactive; . = not tested or not shown; [ ] = another dose, or the depositor's remark. Compounds were not picked by outcome. Share with any hit: about 3.6%.

SMILES | EBV gp42 block | KCC2 mod | PPC-1+TRAIL kill | Tb hexokinase | m-calpain inh | TRPML3 ag | thrombin 1536 | Furin inh | TRPN1 ag
C#CCOCCOCCOCCNc1nc(N2CCOCC2)nc(N2CCN(C(=O)[C@H](CCCCN)n3cc([C@@H](N)CO)nn3)CC2)n1 | -4 | 0.12 | 13 | -3 | 19 | 0.2 | -3 | -18 | 1.3
COc1ccc(CN(CCCN2CCOCC2)C(=O)Nc2cccc(Cl)c2)cc1OC | 2 | . | -2 | -11 | -23 | 0.9 | -4 | -25 | 1.0
O=C(c1cc2nc(-c3ccco3)cc(C(F)(F)F)n2n1)N1CCN(c2ccccn2)CC1 | -3 | -0.57 | 8 | -13 | -128 | 0.5 | -8 | 6[20 µM] | 0.3
CSc1ccccc1C(=O)C1CCCN(C(=O)NC(C)C)C1 (stereo not drawn) | -8 | 0.75 | 5 | -12 | 4 | 0.5 | -7 | -18 | -1.6
CCCCCC(=O)Nc1nc2ccccc2[nH]1 | -14 | 0.38 | 17 | 8 | 20 | 0.1 | 2 | -5[20 µM] | 0.4
CCNC(=O)C(CCSC)NS(=O)(=O)c1ccc(C)cc1 (stereo not drawn) | 3 | 0.75 | 2 | 4 | 10 | -0.1 | -4 | -12 | 0.1
CCn1c(=O)c([N+](=O)[O-])c(NCCN(C)C)c2ccccc21 | -9 | -0.8 | 1 | 3 | -11 | -0.2 | -8 | 3 | 0.5
CC(C)C(=O)NNC(=O)c1csc(CS(=O)(=O)c2ccc(Cl)cc2)n1 | -6 | -0.13 | 14 | -1 | -20 | 0.6 | -9 | -18 | 1.3
COc1ccccc1N1CCN(C(=O)c2cc3n(n2)C(C(F)(F)F)CC(c2ccco2)N3)CC1 (stereo not drawn) | -14 | -0.53 | 9 | -7 | -15 | 1.6 | 2 | -1 | 2.1
CCn1nc(CC(=O)Nc2nnc(CC(=O)N3CCCCC3)s2)c2ccccc2c1=O | -23 | -0.44 | 13 | 1 | -13 | 0.5 | 2 | -1[20 µM] | 0.1
CCOC(=O)c1c(-c2ccc(C)o2)csc1N | 0 | . | -12 | -6 | 26 | -0.1 | 0 | -12 | -0.5
COC(=O)\C(C(C)=O)=C(/C=C/C=C/C=C/N(C)C)N(C)C | -101 | 0 | 23 | 9 | -45 | 1.0 | 10 | -10[20 µM] | 0.6
COc1cccc(OC)c1Nc1nc(C)nc2c1nnn2Cc1ccccc1Cl | -9 | 0.074 | 9 | -2 | -21 | 0.6 | -10 | -22 | -0.8
COc1cc(C[C@H](C)[C@H](C)Cc2ccc3c(c2)OCO3)ccc1O | 0 | -0.32 | 13 | 3 | 16 | . | -5 | -13 | .
Cc1ccc(CNC(=O)C2CCCN(c3nc(C)cc(C)n3)C2)cc1 (stereo not drawn) | -5 | . | -14 | -7 | -20 | 0.5 | -2 | -19 | -0.1
COCCSc1nnc(NC(=O)C2CC(=O)N(c3ccccc3)C2)s1 (stereo not drawn) | -5 | -0.0067 | 13 | -5 | -9 | 0.5 | -2 | 1 | 0.4
Cc1cccc(-c2nc(CS(=O)CC(=O)NCCCSC3CCCCC3)c(C)o2)c1 (stereo not drawn) | -9 | -1.1 | 4 | 2 | -17 | -1.4 | -1 | -19 | -0.8
CCn1c(=O)cc(SCC(=O)NCc2cccnc2)c2ccccc21 | 0 | . | 12 | -11 | -8 | 0.1 | -1 | -12 | 3.3
COc1ccc(C(=O)NC(=O)N2CCCCC2)cc1 | -10 | . | 2 | -1 | -19 | 0.5 | -4 | -28[20 µM] | -0.7
O=C(c1ccc(Cl)c([N+](=O)[O-])c1)N(Cc1ccc(Cl)cc1)C1CCS(=O)(=O)C1 (stereo not drawn) | -9 | -0.13 | -1 | -5 | -1 | 1.1 | -5 | -26 | -1.3
COCCCn1c(SCC(=O)Nc2ccc(C(=O)OC)cc2)nc2ccccc2c1=O | 6 | . | 12 | -3 | 14 | 0.7 | -9 | -26 | 0.7
Cn1cccc1/C=C1\SC(=S)N(NC(=O)c2cccc(Cl)c2)C1=O | -94 | -2.4 | -1 | 0 | -8 | 0.8 | 0 | -7 | 2.6
CCCn1c(NC(=O)c2cccc(S(=O)(=O)N3CCCC3)c2)nc2ccccc21 | 7 | 0.00057 | 16 | -11 | 9 | -0.3 | -1 | -7 | 0.2
Cc1oc(C(=O)O)cc1COc1ccc2c3c(c(=O)oc2c1)CCC3 | -6 | . | -2 | -8 | -109 | 0.2 | 1 | -9[20 µM] | 0.0
CCOc1ccc(S(=O)(=O)n2cnc3cc(C)c(C)cc32)cc1 | -12 | . | 23 | 13 | -8 | 0.2 | 5 | -4 | 0.6

Next entries:
SMILES | EBV gp42 block | KCC2 mod | PPC-1+TRAIL kill | Tb hexokinase | m-calpain inh | TRPML3 ag | thrombin 1536 | Furin inh | TRPN1 ag
CC(=O)c1ccc(N2Cc3ccccc3C3(CCOCC3)C2=N)cc1 | -14 | -0.07 | 24 | 3 | -1 | 0.5 | -5 | -9 | 0.3
Cc1cc(NC(=O)CN2C(=O)NC(CCc3ccccc3)C2=O)no1 (stereo not drawn) | -3 | -0.43 | . | 9 | 15 | -0.1 | 3 | -5 | -0.4
Cc1ccc2nc(SC(C)C(=O)NC3CCCc4ccccc43)[nH]c2c1 (stereo not drawn) | -16 | -2.1 | 4 | -1 | 9 | -0.7 | -8 | -25 | -1.6
COC(=O)Nc1ccccc1C(=O)N1CCN(c2ccc(C)cc2)CC1 | -24 | -0.39 | 7 | 0 | -2 | 1.0 | -1 | -25 | 0.9
NC(=O)C(c1ccccc1)c1ncc(C(F)(F)F)cc1Cl (stereo not drawn) | -14 | 0.3 | 14 | 0 | 7 | 0.9 | -6 | -21[20 µM] | 1.2
CCc1cc(C(=O)Cc2ccc(F)cc2)c(O)cc1O | -3 | -1.4 | 18 | -18 | 3 | 1.3 | -2 | -9 | -1.0
CCC(C)NC(=O)C(Cc1ccccc1)n1cccc1 (stereo not drawn) | 0 | -0.011 | 3 | -5 | 10 | -0.1 | -4 | -24 | -0.6
COCC(=O)Nc1ccccc1Br | -8 | 0.27 | 28 | 32 | -19 | 0.4 | -1 | -11 | 1.2
N#C/C(=C\c1ccc(O)c(O)c1)C(=O)N1CCCC1 | -9 | 0.6 | 6 | -11 | 1 | 0.7 | 2 | -17 | 0.2
CC(=O)Nc1ccc(N=Cc2ccc(OCc3ccccc3)cc2)cc1 | 2 | 0.38 | -11 | -5 | -3 | 0.1 | -3 | -15 | -0.5
NC(=O)C1(NC(=O)[C@@H]2CC3(CC(c4cccc(NC(=O)[C@@H]5CCC(=O)N5)c4)=NO3)CN2C(=O)Cc2ccc(Cl)cc2)CC1 (stereo partly drawn) | -157 | 0.66 | 9 | -14 | -2 | -0.1 | -2 | -18[20 µM] | 0.7
COc1cccc(-c2ccc(=O)n(CC(=O)Nc3ccc(S(=O)(=O)NCC(C)C)cc3)n2)c1 | 0 | 1.5 | -7 | 2 | -96 | -0.6 | -12 | -23 | -2.2
Cc1ccccc1NC(=O)c1sc(Cl)nc1C | -13 | 1.4 | 25 | 2 | 3 | 0.6 | 1 | -22 | 0.1
Cc1cc(C(=O)NCCN2C(=O)S/C(=C\c3cccs3)C2=O)ccc1[N+](=O)[O-] | 0 | -0.89 | 30 | 4 | 27 | 0.7 | 0 | -2 | 0.7
CC(C)(C)NC(=O)NC(=O)COC(=O)c1cccc(NS(=O)(=O)c2ccc(F)c(F)c2)c1 | 9 | -0.094 | 1 | 0 | 0 | -0.5 | -7 | -8 | 0.7
O=C(c1ccco1)N1CCN(c2ncnc3scc(-c4ccccc4)c23)CC1 | -8 | . | 18 | -2 | 20 | -0.7 | -5 | 1[20 µM] | -0.4
COC(=O)c1ccc(COc2ccc3c4c(c(=O)oc3c2)CCC4)o1 | -8 | -1.1e-05 | 13 | 3 | -92 | 0.6 | 2 | -15[20 µM] | 0.4
O=C1CCCC/C1=C\Nc1ccccc1C(=O)O | -9 | -1.4 | -12 | -14 | -1 | -0.3 | 1 | -28 | 1.6
CS(=O)(=O)Nc1ccc(C(=O)NCc2ccc3c(c2)OCO3)cc1 | -18 | 0.79 | -1 | 5 | -10 | 0.6 | -7 | -17[20 µM] | -0.4
Oc1ccc(-c2nc3ccccc3s2)c(O)c1 | -10 | 0.058 | -1 | -25 | -236 | 0.3 | -1 | -5 | -0.6
COC(=O)c1[nH]c2ccc(C)cc2c1NC(=O)CCN1CCN(Cc2ccc3c(c2)OCO3)CC1 | -18 | 0.5 | 10 | -11 | -80 | 0.9 | 1 | -31 | 0.3
Cc1sc(-n2cccc2)c(C(=O)O)c1C | -2 | . | 17 | 7 | 0 | 0.7 | 0 | -23 | 0.9
O=C(NCc1ccccc1)C1=C[C@H](c2ccc(Br)cc2)C[C@H](OCc2ccc(CO)cc2)O1 | -4 | -1.3 | 7 | -4 | 29 | -0.1 | -4 | -18 | 0.5
CC(=O)c1ccc(N2CCN(C(=O)CN(C)S(=O)(=O)c3cnc[nH]3)CC2)cc1 | 1 | 0.9 | 10 | -52 | -22 | 0.5 | -5 | -3 | 0.6
COc1ccccc1Nc1nc(-c2cccs2)cs1 | . | 0.62 | 0 | -4 | . | 0.1 | -4 | -9 | -0.7

The last 3 compounds of the part above come first, to join the parts:
SMILES | EBV gp42 block | KCC2 mod | PPC-1+TRAIL kill | Tb hexokinase | m-calpain inh | TRPML3 ag | thrombin 1536 | Furin inh | TRPN1 ag
O=C(NCc1ccccc1)C1=C[C@H](c2ccc(Br)cc2)C[C@H](OCc2ccc(CO)cc2)O1 | -4 | -1.3 | 7 | -4 | 29 | -0.1 | -4 | -18 | 0.5
CC(=O)c1ccc(N2CCN(C(=O)CN(C)S(=O)(=O)c3cnc[nH]3)CC2)cc1 | 1 | 0.9 | 10 | -52 | -22 | 0.5 | -5 | -3 | 0.6
COc1ccccc1Nc1nc(-c2cccs2)cs1 | . | 0.62 | 0 | -4 | . | 0.1 | -4 | -9 | -0.7
O=C(OCCNc1ccc(C(F)(F)F)cc1[N+](=O)[O-])c1cc2ccccc2oc1=O | -222 | 0.37 | 2 | -8 | -25 | 0.4 | -2 | -8 | 0.5
CC(C)COc1ccc(-c2nnn(CC(=O)N3CCCC3)n2)cc1 | -14 | -0.61 | -7 | 6 | -22 | 0.6 | 0 | -13[20 µM] | 2.2
CSc1nc2ccc(NC(=O)c3c(-c4ccccc4)noc3C)cc2s1 | -6 | -0.2 | 11 | 0 | -10 | -0.8 | 0 | -22 | 0.1
CCCC(=O)Nc1nn(C)c2nc3c(C)cccc3cc12 | -27 | . | 0 | 0 | -147 | 0.5 | -8 | -13 | 0.2
CCOC(=O)CCSc1nc(C)c2cc(C)ccc2n1 | -5 | . | 21 | -13 | -22 | -0.4 | -6 | -17[20 µM] | -1.8
NC(=O)CC(NC(=O)c1ccccc1)c1ccc(NCCOc2ccccc2)c([N+](=O)[O-])c1 (stereo not drawn) | -13 | 0.68 | 22 | -7 | -22 | . | -1 | -28 | .
Fc1ccc(-c2nnc(Cc3nnc(-c4ccc(F)cc4)o3)o2)cc1 | -21 | 0.46 | 7 | 2 | 13 | 0.4 | -7 | -15 | -0.1
Cc1ccc(NC(=O)OCCNC(=O)c2ccncc2)cc1 | 3 | -0.16 | 41 | 1 | 7 | 1.1 | -8 | -17 | 0.2

Screens from PubChem.
